tuberculosis growth – growth inhibition of non-replicating M. tuberculosis (AID 488890); Mycobacterium tuberculosis non-replicating, growth inhibition; higher % means a stronger effect; one-dose inhibition, % at 25 µM; IC50 in µM for titrated hits; 320,000 compounds, 0.39% hits; in the data active = a potency from the dose series; inconclusive = inhibition mostly from about 82% at the one dose, without a potency; inactive = the rest, 99 in 100 with inhibition below about 76%;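 also: plate controls were DMSO cells for no effect and high antibiotic wells for full effect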
H1N1 NS1A inhibition – NS1A inhibition, H1N1 influenza, cell based functional assay (AID 504329); NS1A functional cell-based assay, percent inhibition; higher % means a stronger effect; inhibition, % at 12.5 µM; hits with a dose series show IC50 in µM; 340,000 compounds, 0.3% hits; in the data active = a potency from the dose series; inconclusive = inhibition above about 27% without an active follow-up result; also: strong numbers were not always called active
Salmonella PhoP GFP – Inhibition of PhoP regulon, Salmonella typhi GFP reporter cells, confirmation, 4 h (AID 1850) | inhibition, % at 50 µM, or IC50 in µM where a hit was titrated | Salmonella Typhi PhoP-promoter GFP reporter, fluorescence, 4 h; higher % means a stronger effect | 310,000 compounds, 0.33% hits; in the data active = a potency from the dose series; inconclusive = inhibition mostly from about 25% at the one dose, without a potency; inactive = the rest, 99 in 100 with inhibition below about 19%;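 also: 0% = induced wells with vehicle and 100% = uninduced wells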
inhibitors of VEEV – inhibitors of VEEV TC-83 cytopathic effect, confirmation, Vero cells (AID 588727); Vero cells, VEEV TC-83 cytopathic effect inhibition; higher % means a stronger effect; inhibition, % at 20 µM, or IC50 in µM where a hit was titrated; 350,000 compounds, 0.13% hits; in the data active = a potency from the dose series; inconclusive = inhibition mostly from about 14% at the one dose, without a potency; inactive = the rest, 99 in 100 with inhibition below about 12%; also: strong numbers were not always called active
H37Rv inhibition – M. tuberculosis growth inhibition, HTS (AID 449762); M. tuberculosis H37Rv growth inhibition, 7H9 media; higher % means a stronger effect; one-dose inhibition, % at 25 µM; IC50 in µM for titrated hits; 330,000 compounds, 0.59% hits; in the data active = a potency from the dose series; inconclusive = inhibition above about 70% without an active follow-up result;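 also: bacterial growth assessed after seven days of incubation; strong numbers were not always called active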
An asterisk follows results filed as active; i = inactive; ? = inconclusive; / = not tested or not shown.

SMILES | tuberculosis growth | H1N1 NS1A inhibition | Salmonella PhoP GFP | inhibitors of VEEV | H37Rv inhibition
CC(C)C[C@@H](CN1CCC[C@@H]1CN1C(=O)C(=O)NC[C@@H]1Cc1ccccc1)N1C[C@H](Cc2ccc(O)cc2)N(CC2CCCCC2)C(=O)C1=O | / | -17.5% | / | i | /
CCCC(=O)Nc1ccc(Br)cn1 | -0.6% | -3.1% | -6.3% | 0.7% | 3.5%
Cc1cc(S(=O)(=O)NCc2ccccc2)ccc1OCC(=O)NCc1ccncc1 | 3.7% | -3.1% | -4.3% | 8.4% | -5.2%
O=P(c1ccccc1)(c1ccccc1)C(O)c1ccc(Br)cc1 (configuration not stated) | -1.6% | -3.5% | -3.0% | 7.7% | 5.2%
CC(C)(C)OC(=O)C[C@@H]1C/C=C\C[C@H](CC(=O)N(CCO)Cc2ccccc2)C(=O)N[C@H](Cc2ccccc2)COC1=O | 53.3% | 1.2% | / | 9.5% | 7.7%
Cn1c(SCC(N)=O)nnc1-c1ccccc1 | -0.6% | 0.4% | -13.4% | 0.2% | -3.6%
COc1ccccc1C(=O)NC(CCSC)C(=O)NNC(=O)C(C)Oc1ccccc1F (configuration not stated) | -10.3% | -9.9% | / | 2.3% | -2.6%
COCCCNC(=O)C[C@H]1C[C@H](C(=O)N2CCOCC2)[C@@]2(CCC3CCCC3)c3[nH]c4cc(-c5ccco5)ccc4c3CCN2C1=O | / | 6.2% | / | i | /
O=[N+]([O-])c1ccccc1/C=N/NC1=NCCCCC1 | -15.6% | -6.4% | -1.6% | 0.1% | -4.3%
O=S(=O)(CC12C3C4C5C1C2C(Br)(C43)C51OCCO1)c1ccccc1 (configuration not stated) | -13.4% | 24.1% | -1.7% | i | 3.4%
CCN1CCN(C(=O)c2c(-c3ccccc3)noc2C)CC1 | 7.8% | 3.8% | 5.4% | i | 6.2%
Cn1c(C(=O)N2CCN(c3ccc(F)cc3)CC2)cc2ccccc21 | 54.8% | 3.4% | -2.5% | 1.9% | 11.7%
O=C(NCC(c1cccs1)N1CCOCC1)c1ccccc1NS(=O)(=O)c1ccc(Cl)c([N+](=O)[O-])c1 (configuration not stated) | 36.5% | 7.7% | -6.8% | 7.2% | 3.7%
Cc1ccc(Nc2ccc(C(N)=O)cc2[N+](=O)[O-])cc1C | 30.6% | 16.1% | 0.3% | 1.6% | 5.3%
C=CCC1(CC=C)CCCN1C(=O)CC1C(=O)NCCN1Cc1cccc(OC)c1OC (configuration not stated) | / | 8.7% | 4.4% | 0.7% | -3.9%
O=C(O)c1ccc(Cl)c2c1C1C=CCC1C(c1ccccn1)N2 (configuration not stated) | / | / | 3.2% | / | -4.2%
C=C1CC(C(=O)N/N=C/c2ccc(O)cc2)C1 | -3.6% | 1.1% | -0.4% | 1.8% | -1.6%
CN(C)Cc1c[nH]c2ccc([N+](=O)[O-])cc12 | / | -23.1% | / | 1.5% | /
CC1CCCC(NC(=O)COC(=O)c2cc(S(=O)(=O)N3CCCCC3)ccc2N2CCOCC2)C1C (configuration not stated) | 25.6% | 21.6% | -6.4% | 2.5% | -22.1%
Cc1cc2cc(CN(Cc3cccs3)S(=O)(=O)c3ccc4c(c3)OCCO4)c(=O)[nH]c2cc1C | -23.6% | -5.8% | 0.2% | 2.2% | 5.0%

Filtered by structure, the entries above with fluorine
SMILES | tuberculosis growth | H1N1 NS1A inhibition | Salmonella PhoP GFP | inhibitors of VEEV | H37Rv inhibition
COc1ccccc1C(=O)NC(CCSC)C(=O)NNC(=O)C(C)Oc1ccccc1F (configuration not stated) | -10.3% | -9.9% | / | 2.3% | -2.6%
Cn1c(C(=O)N2CCN(c3ccc(F)cc3)CC2)cc2ccccc21 | 54.8% | 3.4% | -2.5% | 1.9% | 11.7%

Other compounds.
SMILES | tuberculosis growth | H1N1 NS1A inhibition | Salmonella PhoP GFP | inhibitors of VEEV | H37Rv inhibition
CCCC(c1nnnn1Cc1ccco1)N1CCN(C(=O)c2ccco2)CC1 (configuration not stated) | -8.1% | -1.6% | 12.4% | 0.9% | -2.6%
CC(=O)c1ccc(N/C=C/C(=O)c2ccc(Br)cc2)cc1 | 28.8% | -2.1% | -8.0% | 0.2% | 6.8%
Cc1ccccc1NC(=O)CSc1nnnn1C | 2.6% | -15.8% | -15.7% | 1.4% | -2.2%
Cc1ccc(Nc2nnc(SCC(=O)NC(Cc3c[nH]c4ccccc34)C(=O)O)s2)cc1 (configuration not stated) | 0.5% | -5.9% | -25.3% | 2.4% | 7.1%
O=C(COc1ccc(-n2cnnn2)cc1)Nc1ccc(F)c(F)c1F | 8.1% | -2.5% | / | 1.7% | 7.5%
C=C(C)c1cccc(C(C)(C)NC(=O)NCCCN2CCCC2=O)c1 | 11.2% | -2.0% | -1.0% | 1.8% | -2.8%
CN(c1ccccc1N(C)S(=O)(=O)c1ccccc1)S(=O)(=O)c1ccccc1 | 2.1% | -1.9% | -2.5% | i | 2.9%
CN(NC(=O)c1cccc(Cl)c1)c1nc(-c2ccccc2)nnc1C(F)(F)F | 3.2% | 4.3% | 5.9% | i | 4.4%
COc1ccc(OS(=O)(=O)c2c(C)noc2C)cc1 | 3.6% | -3.8% | 12.0% | 2.2% | 2.7%
COc1ccc(/C=N/N2C(=O)c3ccccc3C2=O)cc1 | -10.8% | -0.1% | -2.4% | i | -0.8%
C=CCNC(=O)N1c2ccccc2Sc2ccccc21 | 0.4% | -14.9% | -1.3% | i | 1.9%
COC(=O)c1ccc(S(=O)(=O)NCCSc2nnc3c4ccccc4n(C)c3n2)cc1 | 33.7% | 6.0% | 1.9% | 2.3% | -5.7%
Cc1cc(OC(=O)c2ccc(S(=O)(=O)N(C)C)cc2)c([N+](=O)[O-])c(=O)[nH]1 | -3.3% | -4.7% | 1.8% | 0.4% | 2.0%
COc1ccc(CN2C3CCC2CC(NC(=O)c2cc(OC)c(OC)c(OC)c2)C3)cc1 (configuration not stated) | 23.4% | -3.8% | -6.9% | 0.2% | 3.7%
O=C(c1ccc2ccccc2c1)N1CCN(c2ccccc2)CC1 | 11.7% | -3.1% | 5.8% | i | 6.4%
O=C1c2ccccc2C(=O)N1C1CCCCC1 | -9.6% | -5.3% | -5.4% | 0.6% | 5.4%
COc1ccc(/C=C/C(=O)NCC(=O)N/N=C/c2cccnc2)cc1 | 22.7% | -2.1% | -2.0% | 0.9% | 21.2%
O=C(O)c1cc(S(=O)(=O)N2CCCC2)ccc1Br | 0.1% | -2.4% | -5.0% | 1.5% | -9.2%
COc1ccc(/C=C(/NC(=O)c2ccccc2)C(=O)N2CCCC2)cc1 | -12.0% | 5.7% | 4.6% | 1.5% | -5.1%
COc1cccc2cc(C(=O)Nc3ccccc3Cl)/c(=N/NS(=O)(=O)c3ccccc3)oc12 | -2.8% | 1.9% | 8.7% | 1.6% | -3.9%

Part of the list above, showing only Salmonella PhoP GFP, H1N1 NS1A inhibition and H37Rv inhibition:
smiles | Salmonella PhoP GFP | H1N1 NS1A inhibition | H37Rv inhibition
CN(NC(=O)c1cccc(Cl)c1)c1nc(-c2ccccc2)nnc1C(F)(F)F | 5.9% | 4.3% | 4.4%
COc1ccc(OS(=O)(=O)c2c(C)noc2C)cc1 | 12.0% | -3.8% | 2.7%

(listing goes on)
SMILES | tuberculosis growth | H1N1 NS1A inhibition | Salmonella PhoP GFP | inhibitors of VEEV | H37Rv inhibition
COc1ccc(N2C(=O)c3cccc4cccc(c34)C2=O)nn1 | / | 27.7% | -19.1% | 1.9% | /
O=C(CNC(=O)c1cccs1)NCCN1CCN(c2ccccc2F)CC1 | 15.6% | -3.5% | -15.3% | i | -2.6%
Cc1n[nH]c(=S)n1/N=C/c1ccc(-c2ccc(Cl)cc2)o1 | 57.9% | / | -11.2% | 1.0% | ?
CC(=O)c1ccc(N2CCN(C(=O)C(=O)c3c(C)[nH]c4ccccc34)CC2)cc1 | 17.1% | -12.9% | -9.3% | 8.4% | 29.4%
CN(Cc1ccccc1)C(=O)c1ccc2c(c1)OCCO2 | 8.4% | 7.6% | 0.7% | 0.3% | -6.8%
O=C(O)/C=C/C(=O)NNC(=O)c1cccc(Br)c1 | -13.1% | -8.6% | 13.6% | 0.7% | 5.8%
O=C1CC(c2ccc(O)c(O)c2)Oc2c1ccc(O)c2O (configuration not stated) | -3.6% | 0.4% | 15.8% | 7.0% | -9.0%
COc1ccc(C(OC(=O)c2cccs2)C(=O)NCC2CCCO2)cc1 (configuration not stated) | -1.4% | -5.2% | 16.0% | i | -4.0%
C/C(N)=C(/C#N)C(=O)COC(=O)Cc1coc2cc(C)ccc12 | 20.9% | -5.7% | -15.3% | 0.3% | -0.3%
CC(C)CC(C(=O)O)N(Cc1ccccc1)Cc1ccccc1 (configuration not stated) | 30.8% | -10.2% | 5.1% | 6.5% | 6.7%
Cn1c(SCCN2CCCC2)nnc1C1CCN(S(=O)(=O)c2ccc(F)cc2)CC1 | -8.7% | 5.0% | 9.8% | 0.1% | 3.3%
CC(C1CCN(Cc2nc(C3CC3)no2)CC1)N1CCOCC1 (configuration not stated) | -3.6% | -15.0% | 1.2% | i | 8.8%
Cc1cccc(C(CC(=O)O)NC(=O)C(F)(F)F)c1 (configuration not stated) | 12.2% | -8.3% | -10.1% | 0.9% | -0.7%
COc1ccc(-c2cc(C(F)(F)F)n3nc(C(=O)NCc4ccco4)cc3n2)cc1 | 16.8% | -5.2% | -2.6% | i | -3.9%
N#CCn1c(CN2CCCC2)nc2ccccc2c1=O | -11.0% | 5.5% | 9.5% | 0.5% | -11.3%
C=CCNC(=O)CCCOc1cccc(C)c1 | 30.1% | -6.8% | -2.7% | 0.2% | -1.2%
C=CCOc1ccccc1CNCc1ccc(F)cc1 | 16.6% | 19.5% | 22.5% | 3.7% | -11.5%
CCN(CC)c1ccc(C=C2C(=O)OC(C)(C(C)(C)C)OC2=O)cc1 (configuration not stated) | -12.6% | 20.8% | 1.9% | 0.1% | -11.6%
COc1ccccc1N1CCN(C(c2cccs2)C(C)NC(=O)c2ccco2)CC1 (configuration not stated) | 53.2% | 10.6% | 0.7% | 7.4% | -7.2%
O=C1N=C(N2CCCC2C(=O)O)S/C1=C\c1ccco1 (configuration not stated) | -0.7% | / | -8.7% | 0.6% | -3.1%
CC(C)CCNc1nc(N)c([N+](=O)[O-])c(NCC2CCCO2)n1 (configuration not stated) | 0.1% | -1.8% | -12.5% | 6.2% | -15.5%
CC(C)Sc1ncnc2c1oc1ccccc12 | 18.9% | 0.3% | -0.3% | i | 10.3%
O=C(CSc1nc2ccc(Cl)cc2[nH]1)NC1CCCc2ccccc21 (configuration not stated) | 26.9% | -4.2% | 6.8% | 11.5% | 4.0%
CC(C)Cc1nnc(NC(=O)c2ccncc2)s1 | -7.2% | 7.0% | 8.3% | 1.6% | -3.9%
Cc1ccccc1-n1nc2c(c1NC(=O)CCCl)CSC2 | -2.2% | 1.1% | -13.4% | 0.6% | 5.5%
CC(C)OCCCNC(=O)c1ccc(C2SCC(=O)N2Cc2ccco2)cc1 (configuration not stated) | -10.8% | -0.4% | -5.0% | 2.7% | -6.6%
CCc1c(C)sc2nc(C(C)C)nc(SCC(=O)N3CCc4ccccc4C3)c12 | 19.5% | / | 5.8% | / | 9.5%
Cc1nc(NC(=O)COC(=O)c2ccc(S(=O)(=O)N3CCc4ccccc4C3)cc2)c(Cl)cc1Cl | -1.7% | 0.9% | -4.0% | 0.5% | 5.4%
CCN(c1ccccc1)S(=O)(=O)c1ccc(NC(=O)c2ccco2)cc1 | 13.8% | 2.2% | 2.0% | 3.9% | 9.2%
COc1cccc(CC2(CO)CCCN(Cc3cn(C)c4ccccc34)C2)c1 (configuration not stated) | 14.2% | 3.0% | -3.9% | i | 9.8%
O=C(C(=O)N1CCOCC1)c1cn(Cc2ccccc2F)c2ccccc12 | -2.4% | -6.5% | -10.9% | 1.6% | -0.9%
CCOC(=O)C1C(=O)C=C(c2ccc(C)cc2)CC1c1ccc([N+](=O)[O-])cc1 (configuration not stated) | / | 2.5% | / | 7.8% | /
O=C(COc1ccccc1Br)NC1CC1 | 4.1% | -6.7% | -3.6% | i | -1.0%
CSc1ccc(C=NNc2ccc(S(=O)(=O)Nc3ccccc3C(=O)O)cc2[N+](=O)[O-])cc1 | 78.8% | 3.6% | / | 2.8% | 45.0%
C#CCOCCOCCOCCNc1nc(N2CCN(C(=O)[C@H](CCC(=O)O)n3cc(CN)nn3)CC2)nc(N2CCN(C(=O)[C@H](CCC(=O)O)n3cc(CN)nn3)CC2)n1 | -5.3% | -15.4% | / | 0.3% | 0.1%
CC(Sc1nnc(NC(=O)c2cc3ccccc3oc2=O)s1)c1ccccc1 (configuration not stated) | / | 0.7% | -5.7% | 1.7% | 47.9%
CCOC(=O)C1CCN(c2nc(-c3ccc(C)cc3)nc3ccccc23)CC1 | 30.6% | -0.4% | -7.7% | i | 15.1%
CSc1cccc(CN2CCC(CCC(=O)NC3CC3)CC2)c1 | -2.6% | -13.6% | 1.2% | 0.4% | 5.3%
